Assay outcomes from PubChem BioAssay.
RBBP9 inh – human RBBP9 inhibitors, primary screen, biochemical, fluorescence polarization, FP-Rh probe, HTS. recombinant RBBP9. inhibition, % at 7.94 µM. hit rate 0.2% among 220,000. AID 1515, 2009;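 active = inhibition above the campaign mean of all tested compounds plus 3 SD, cut at about 14% in these data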;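 note: plate controls were DMSO wells with RBBP9 for no effect and wells lacking RBBP9 protein for full effect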
Target sequence (O75884 whole entry, looked up): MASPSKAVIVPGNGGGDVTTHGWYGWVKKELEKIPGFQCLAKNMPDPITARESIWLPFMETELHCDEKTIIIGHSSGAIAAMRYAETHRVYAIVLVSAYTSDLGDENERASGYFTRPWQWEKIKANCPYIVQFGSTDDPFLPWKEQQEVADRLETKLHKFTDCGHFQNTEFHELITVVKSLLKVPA
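Test system – recombinant human RBBP9 · Input – RBBP9 2.5 µM in dispensing solution, pre-mixing · Medium – Tris buffer pH 8.0, NaCl, Pluronic · Schedule – preincubation 30 min plus labeling 45 min at 25 °C · Measured by – fluorescence polarization · Measure – % inhibition · Controls – DMSO and no-protein wells · Replicates – one well per compound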
Runt-CBFb FRET – inhibitors of RUNX1 Runt–CBFb binding, primary screen, biochemical, FRET, Cerulean-Runt, Venus-CBFb, uHTS; Cerulean-Runt/Venus-CBFb FRET ratio 530/480, 1 h; hit rate 0.46% among 220,000; inhibition, % at 20 µM; Runt-related transcription factor 1 (Homo sapiens) + Core-binding factor subunit beta …;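 active = inhibition over about 50% at 20 µM in the single-dose screen, limit read from the data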;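 note: 0% = DMSO wells and 100% = excess unlabeled CBFb competitor control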
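Assay system: Cerulean-Runt domain fusion protein, energy donor; Signal: fluorescence energy transfer, 422 nm excitation, 530/480 nm emission; Timing: 1 h compound exposure, room temperature; Control set: unlabeled CBFb; Medium: Tris buffer pH 7.5 with salts and BSA; Compound: single test concentration of 20 µM, 1% DMSO final; Probe or stimulus: Venus-CBFb 100 nM.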
NPY-Y2 PAM-ag – NPY-Y2 potentiators or agonists, primary screen, cell-based | Neuropeptide Y receptor type 2 (Homo sapiens), P49146 | cells expressing NPY-Y2, potentiator/agonist read-out | activation, % at 3.6 µM | hit rate 0.45% among 220,000 | AID 1359, 2008; in the data active = activation above about 27%;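 note: cells stimulated with NPY near EC25 plus isoproterenol at EC100; 0% = vehicle plus submaximal agonist and 100% = vehicle plus saturating agonist; some results beyond the cut were filed as inactive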
Target sequence (P49146 whole entry, looked up): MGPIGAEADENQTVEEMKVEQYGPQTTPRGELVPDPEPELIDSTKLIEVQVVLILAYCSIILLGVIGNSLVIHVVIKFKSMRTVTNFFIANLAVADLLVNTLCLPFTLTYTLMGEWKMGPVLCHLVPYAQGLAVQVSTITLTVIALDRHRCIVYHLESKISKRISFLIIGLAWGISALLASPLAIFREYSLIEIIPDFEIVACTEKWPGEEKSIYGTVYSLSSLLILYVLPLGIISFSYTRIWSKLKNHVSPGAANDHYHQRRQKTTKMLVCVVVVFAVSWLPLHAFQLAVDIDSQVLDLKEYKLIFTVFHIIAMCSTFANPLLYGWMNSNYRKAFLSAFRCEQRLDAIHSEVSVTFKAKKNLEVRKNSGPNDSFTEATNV
Ba/F3 V617F tox – reduced viability of JAK2V617F-dependent Ba/F3 cells, primary screen, JAK2V617F inhibitor project, cell-based, Ba/F3 EpoR-JAK2V617F, luminescence; inhibition, % at 5.6 µM; hit rate 1.1% among 220,000; ATP luminescence;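 active = inhibition above the campaign mean plus 3 SD over all tested compounds, cut at about 24% in these data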;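 note: cytokine-independent growth of Ba/F3 cells driven by EpoR plus mutant JAK2; 0% = DMSO-treated cells and 100% = JAK inhibitor I control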
NPY Y1 blocker – NPY-Y1 receptor antagonists, primary screen, cell-based | hit rate 1% among 200,000 | Neuropeptide Y receptor type 1 (Homo sapiens), P25929 | AID 1040, 2008 | inhibition, % at 3.6 µM | HEK293-CNG Y1 cells, membrane potential fluorescence; NPY at EC95, then isoproterenol;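 active = inhibition above the campaign mean inhibition of all tested compounds plus 3 SD, cut at about 20% in these data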;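 note: 0% = DMSO wells given NPY plus isoproterenol and 100% = isoproterenol alone without NPY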
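Assay system: HEK293 cells with Y1 receptor plus CNG channel | Probe or stimulus: NPY (25 nM), isoproterenol (1 µM), Ro 20-1724 (25 µM) | Timing: Compound incubation 1 h at room temperature, readout 45 min post-stimulation | Measured by: Membrane-potential fluorescent dye readout | Benchmarks: High control isoproterenol alone, low control NPY with isoproterenol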
S1P4 antag – S1P4 receptor antagonists, primary screen, cell-based. S1P4-expressing cells, antagonist mode, reporter read-out. inhibition, % at 4.98 µM. hit rate 0.26% among 220,000; in the data active = inhibition above about 29%;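 note: 0% = wells stimulated with agonist and 100% = vehicle wells without agonist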
Target sequence (O95977 whole entry, looked up): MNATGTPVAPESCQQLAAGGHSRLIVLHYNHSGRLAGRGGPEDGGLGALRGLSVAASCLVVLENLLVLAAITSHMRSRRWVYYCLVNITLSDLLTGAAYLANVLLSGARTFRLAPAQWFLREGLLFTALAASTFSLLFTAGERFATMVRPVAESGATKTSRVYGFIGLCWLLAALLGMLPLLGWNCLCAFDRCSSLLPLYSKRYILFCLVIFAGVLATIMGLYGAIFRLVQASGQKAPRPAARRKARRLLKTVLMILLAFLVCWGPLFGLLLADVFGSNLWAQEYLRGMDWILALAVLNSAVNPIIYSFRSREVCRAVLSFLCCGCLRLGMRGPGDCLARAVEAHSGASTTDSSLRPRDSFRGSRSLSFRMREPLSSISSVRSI
S1P4 ag – S1P4 receptor agonists, primary screen, cell-based. S1P4-expressing cell line, agonist reporter assay. activation, % at 4.98 µM. hit rate 0.35% among 220,000. Sphingosine 1-phosphate receptor 4 (Homo sapiens), O95977; in the data active = activation above about 11%;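 note: 0% = DMSO vehicle and 100% = reference agonist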
BaF3 parental – parental Ba/F3 cell viability inhibition, counter-screen for JAK2V617F inhibitor project, murine pro-B, CellTiter-Glo luminescence | inhibition, % at 5.6 µM | CellTiter-Glo ATP luminescence | hit rate 1.1% among 220,000;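 active = inhibition above a per-campaign cutoff, the mean inhibition of all tested compounds plus 3 SD, cut at about 27% in these data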;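 note: 0% = DMSO wells and 100% = JAK Inhibitor I control wells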
NPY-Y1 PAM-ag – NPY-Y1 receptor potentiators or agonists, primary screen, cell-based. NPY-Y1 expressing cells, potentiator/agonist activation. activation, % at 3.6 µM. hit rate 0.37% among 220,000. AID 1304, 2008; in the data active = activation above about 33%, passing the limit was not always enough;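 note: cells stimulated with NPY at EC10 then isoproterenol at EC100; 0% = low agonist plus stimulus and 100% = saturating agonist plus stimulus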
Starred values were filed as active, the others as inactive; nt = not tested or not shown.

Molecule,RBBP9 inh,Runt-CBFb FRET,NPY-Y2 PAM-ag,Ba/F3 V617F tox,NPY Y1 blocker,S1P4 antag,S1P4 ag,BaF3 parental,NPY-Y1 PAM-ag
CCc1nnc(N2CCN(c3ncnc4c3oc3ccccc34)CC2)s1,-2,-1,3,3,1,-3,0.9,8,-12
CN(C)c1ccc(/C=N/N(Cc2ccccc2)c2ccccc2)cc1,-6,2,0,3,3,-13,1.6,8,8
C=CCn1c(SC(C)CC)nc(O)cc1=O (centres undefined),5,-1,-10,-1,4,-13,-1.8,1,10
CCNc1ccc(S(=O)(=O)C(F)(F)F)cc1NC(=O)C12CCC(CC1)C2,4,0,16,-2,2,-5,1.3,-2,4
O=C(C1=C[C@H](c2ccccc2)C[C@H](OCCCCO)O1)N1CCN(Cc2ccccc2)CC1,-5,0,7,1,-8,2,-1.0,1,15
CSc1cc(-c2ccc(Cl)cc2)n(Cc2ccccc2)c(=O)c1C#N,-10,0,-1,-3,0,2,-1.0,1,-30
CC1CCc2nc(N)c(C#N)c(-c3cccnc3)c2C1 (centres undefined),0,nt,16,-3,-1,-8,5.5,-2,7
CCOC(=O)Cn1nc(-c2ccc(Cl)cc2)cc1N,-4,2,13,1,-4,-24,1.5,3,3
Cc1cc(=O)[nH]c(=S)[nH]1,-4,-2,18,1,5,-7,1.1,3,-27
NC(=O)c1noc(C(=O)N(CC(=O)NC2CCCC2)Cc2ccc3c(c2)OCO3)c1N,-6,-4,7,-4,-7,1,2.0,0,-16
CCOC(=O)CSc1nc(C)c(C(=O)OCC)s1,0,0,0,-3,4,-4,-0.1,4,-13
O=C(Nc1cccc(F)c1)c1cc(S(=O)(=O)N2CCC3(CC2)OCCO3)ccc1F,-12,0,-11,0,5,3,-0.3,6,-20
CC(C)(C)C(=O)NC(=S)NCc1ccccc1,2,-2,3,2,4,-9,-2.3,10,-14
CC(C)(C)c1ccc(OCC(=O)NNC(=O)CCc2ccccc2)cc1,3,-1,5,-4,1,-21,2.2,2,9
S=C(N/N=C/c1ccc2c(c1)OCO2)NC1CC2CCC1C2 (centres undefined),-13,-1,-44,1,nt,4,-2.4,-6,-8
O=C(CCCC(=O)N(CC(=O)NC1CCCC1)Cc1ccc(F)cc1)Nc1ccccn1,-4,0,-15,0,2,-10,0.7,0,-10
COc1ccc(Nc2oc(-c3ccc(F)cc3)nc2C#N)cc1,-7,0,2,4,nt,-8,0.6,-4,6
O=C(COC(=O)COc1ccccc1[N+](=O)[O-])NC1CCCC1,-10,-3,2,-2,3,-13,0.6,4,-11
Cc1ccc2nc(SCC(=O)Nc3c(F)cccc3F)[nH]c2c1,-4,-2,-7,3,6,-3,3.8,3,-14
CC(=O)NCC(=O)N1CCCC(C(=O)c2ccc(-c3ccccc3)c(F)c2)C1 (centres undefined),-12,1,12,-1,1,-9,-1.0,10,4
O=C(C/C=N/OCc1c(Cl)cccc1Cl)c1ccccc1,-10,-1,9,-2,9,16,-0.9,-1,-13
C=C(C)Cn1c(N2CCN(CC)CC2)nc2c1c(=O)[nH]c(=O)n2C,-6,1,-9,-4,-2,-21,-1.4,-1,9
CC(C)CNS(=O)(=O)c1cc(C(=O)O)c(Cl)cc1Cl,-3,2,-5,0,nt,6,-1.2,-3,-22
COc1cc2c(cc1OC)C(CC#N)=NC(C)(C)C2,2,1,-15,-2,17,-3,-2.5,5,-6
COc1ccc2ccc(Oc3ncccn3)cc2c1,-4,0,10,-4,-2,-10,2.8,4,7
CCn1c(COc2ccc(C)cc2)nnc1SCC(=O)Nc1cc(OC)ccc1OC,-6,-8,16,-5,-3,-11,-0.6,-1,-4
O=C(c1ccccn1)c1ccc2ccccc2n1,-10,1,-2,-2,nt,18,1.9,1,-1
Cn1nc(CC(=O)Nc2ncc(Br)s2)c2ccccc2c1=O,2,2,7,-9,-13,-17,1.3,-3,20
CC(C)Oc1ccccc1C1CC(=O)Nc2c1c(=O)n(C)c(=O)n2C (centres undefined),-12,2,3,3,1,-23,-3.3,2,6
Cc1ccc(-c2cc(-c3ccc(F)cc3)nc(N)c2C#N)o1,-7,-12,8,-1,9,14,3.0,0,-18
Cc1cccc(NC(=O)C(=O)NCc2ccccn2)c1,-1,1,-8,1,1,4,1.1,2,-2
COc1ccc2[nH]c3c(=O)n(CCN4CCOCC4)cnc3c2c1,-4,1,1,-2,nt,-18,0.5,0,0
CCOC(=O)c1cc(C(=O)OCC)cc(-n2c(C)cc(C(=O)CN3CCOCC3)c2C)c1,-1,-3,-6,-1,2,6,0.0,2,-14
COC(=O)c1sc2ccccc2c1NC(=O)c1ccc(S(=O)(=O)N2CCCC(C)C2)cc1 (centres undefined),-2,4,-1,-4,4,4,1.9,1,-3
Cc1ccccc1C(=O)NCCSc1ccccc1,-1,-1,3,0,-1,-5,3.5,4,-23
CCCCCc1c(O)nc(SCCN(CC)CC)[nH]c1=O,-6,1,-7,1,-2,10,2.0,9,13
O=S(=O)(c1cnc[nH]1)N1CCc2ccccc21,-9,0,-11,-2,-1,-14,1.3,4,-6
CC(C)(C)c1ccc(C(=O)NNc2ccc(F)cc2F)cc1,-7,2,27,-2,nt,15,-0.4,2,38
O=C(C[n+]1ccc(-c2nnc3n2CCC3)cc1)c1ccc(Cl)cc1,-4,-4,-18,-2,8,-12,-0.9,3,-5
C=CCNc1nc2c(c(=O)[nH]c(=O)n2C)n1CCCCC,3,0,10,-1,-1,-12,-0.7,3,0

A draw from above in order of heavy-atom count, descending:
Molecule,RBBP9 inh,Runt-CBFb FRET,NPY-Y2 PAM-ag,Ba/F3 V617F tox,NPY Y1 blocker,S1P4 antag,S1P4 ag,BaF3 parental,NPY-Y1 PAM-ag
COC(=O)c1sc2ccccc2c1NC(=O)c1ccc(S(=O)(=O)N2CCCC(C)C2)cc1 (centres undefined),-2,4,-1,-4,4,4,1.9,1,-3
CCCCCc1c(O)nc(SCCN(CC)CC)[nH]c1=O,-6,1,-7,1,-2,10,2.0,9,13
COc1cc2c(cc1OC)C(CC#N)=NC(C)(C)C2,2,1,-15,-2,17,-3,-2.5,5,-6

(list continues)
Molecule,RBBP9 inh,Runt-CBFb FRET,NPY-Y2 PAM-ag,Ba/F3 V617F tox,NPY Y1 blocker,S1P4 antag,S1P4 ag,BaF3 parental,NPY-Y1 PAM-ag
COc1ccc(C(=O)Nc2c(-c3cccs3)c(=O)c3ccccc3n2C)cc1,-4,1,-4,-5,nt,13,-0.4,-5,-19
COc1cc(NC(=O)c2ccc(Cl)cc2)c(OC)cc1NC(=O)CN1CCCCC1,-11,-4,-11,2,1,-10,-0.2,4,-25
CCC(=O)NC1OC(CO)C(O)C(O)C1O (centres undefined),-12,-1,-3,2,-5,-12,2.2,10,3
CC(NC(=O)c1ccc(Cl)cc1)c1nnc(SCc2ccc([N+](=O)[O-])cc2)n1C (centres undefined),-6,-1,1,-2,0,-4,-3.9,3,-8
Cc1ccc(S(=O)(=O)N(CC(=O)N2CCc3ccccc3C2)c2cccc(Cl)c2)cc1,0,nt,-13,1,7,-7,1.9,9,7
NC(=O)COC(=O)c1cc(S(=O)(=O)N2CCOCC2)ccc1N1CCCCC1,-6,0,-14,-2,-3,-7,0.1,2,-3
O=C1CN=CN=CN1c1ccc(Cl)cc1Cl,3,0,-8,1,1,-11,0.6,6,2
CCn1c2ccccc2c2cc(CN3CCN(Cc4cc(OC)ccc4O)CC3)ccc21,-13,2,-34,4,1,-19,-1.0,6,-25
Cc1ccc(-c2nc(N)n(C(=O)Cc3ccccc3)n2)cc1,-4,0,-4,2,1,-4,-2.8,4,-22

Exported with each value named: part of the list above
COc1cc(NC(=O)c2ccc(Cl)cc2)c(OC)cc1NC(=O)CN1CCCCC1
  RBBP9 inh = -11	Runt-CBFb FRET = -4	NPY-Y2 PAM-ag = -11	Ba/F3 V617F tox = 2	NPY Y1 blocker = 1	S1P4 antag = -10	S1P4 ag = -0.2	BaF3 parental = 4	NPY-Y1 PAM-ag = -25
CCC(=O)NC1OC(CO)C(O)C(O)C1O (centres undefined)
  RBBP9 inh = -12	Runt-CBFb FRET = -1	NPY-Y2 PAM-ag = -3	Ba/F3 V617F tox = 2	NPY Y1 blocker = -5	S1P4 antag = -12	S1P4 ag = 2.2	BaF3 parental = 10	NPY-Y1 PAM-ag = 3
CC(NC(=O)c1ccc(Cl)cc1)c1nnc(SCc2ccc([N+](=O)[O-])cc2)n1C (centres undefined)
  RBBP9 inh = -6	Runt-CBFb FRET = -1	NPY-Y2 PAM-ag = 1	Ba/F3 V617F tox = -2	NPY Y1 blocker = 0	S1P4 antag = -4	S1P4 ag = -3.9	BaF3 parental = 3	NPY-Y1 PAM-ag = -8
Cc1ccc(S(=O)(=O)N(CC(=O)N2CCc3ccccc3C2)c2cccc(Cl)c2)cc1
  RBBP9 inh = 0	Runt-CBFb FRET = nt	NPY-Y2 PAM-ag = -13	Ba/F3 V617F tox = 1	NPY Y1 blocker = 7	S1P4 antag = -7	S1P4 ag = 1.9	BaF3 parental = 9	NPY-Y1 PAM-ag = 7
